Screens: PubChem, several laboratories
NOD2 RIPK2 PPI: NOD2-RIPK2 protein interaction inhibition; O43353; 360,000 compounds, 0.38% hits; CHO BLA complementation NOD2-RIPK2, CCF4 ratio; inhibition, % at 4.98 µM; in the data active means inhibition above about 21%;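 further: 0% = vehicle only and 100% = reference blocker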
TWEAK Fn14 block: blocks TWEAK-Fn14 interaction in a reporter cell assay; 360,000 compounds, 2% hits; inhibition, % at 10 µM; TWEAK-stimulated Fn14 reporter cells, luciferase luminescence, 8 h; in the data active means inhibition above about 50%
SRC1 inh: inhibits human SRC1 coactivator | 360,000 compounds, 0.12% hits | inhibition, % at 3.6 µM | Q15788 | HEK293 GAL4-SRC1 luciferase reporter, luminescence | AID 588354;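 active means inhibition above the campaign mean plus 3 SD, with each screening campaign given its own cutoff, cut at about 60% in these data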;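 further: 0% = DMSO treated cells and 100% = gossypol at 36 µM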
NR2F2 inh: inhibitors of human COUP-TFII (NR2F2) | P24468 | 370,000 compounds, 0.7% hits | HEK293T NGFI-A luciferase reporter, luminescence | inhibition, % at 8.6 µM;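 active means inhibition above a per-plate cutoff, mean inhibition of test wells between control levels plus 3 SD, cut at about 38% in these data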;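 further: cells cotransfected with COUP-TFII expression vector driving the NGFI-A reporter; 0% = median of COUP-TF2 test wells and 100% = reporter-only cells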
LRH-1 inv ag: inverse agonists of human LRH-1 (NR5A2); HEK293T StAR-luciferase reporter, LRH-1 transfected, 24 h; inhibition, % at 3.6 µM; 360,000 compounds, 0.13% hits; AID 602396;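 active means inhibition above the mean inhibition of all tested compounds plus 3 SD, cut at about 73% in these data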;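 further: 0% = DMSO wells and 100% = reporter-only cells lacking LRH-1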
TRAIL sens C8: caspase-8 TRAIL sensitization | NB7+C8 cells + TRAIL, ATPlite viability luminescence | inhibition (viability loss, TRAIL sensitization), % at 10 µM | 360,000 compounds, 1% hits;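 active means compounds causing at least 50% loss of cell viability in the single-dose screen, relative to plate controls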
TLR9-MyD88 block: inhibitors of human TLR9-MyD88 binding | Q9NR96+Q99836 | CHO BLA complementation TLR9-MyD88, CCF4 FRET ratio | inhibition, % at 4.98 µM | 340,000 compounds, 0.21% hits | AID 504734;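 active means inhibition above the mean over all tested compounds plus 3 SD, cut at about 21% in these data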;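 further: 0% = DMSO only wells and 100% = clavulanate BLA inhibitor control wells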
NCOA2 inhibitor: inhibits human steroid receptor coactivator 2; HEK293 GAL4-SRC2 luciferase reporter, luminescence; inhibition, % at 9 µM; 370,000 compounds, 0.17% hits;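 active means inhibition above the mean inhibition of all tested compounds plus 3 SD, set per campaign, cut at about 52% in these data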;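 further: 0% = DMSO treated cells and 100% = cells given Gossypol at 36 µM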
TROY NFkB inh: TROY signaling inhibition; Q293 LMP1-TROYcd NF-kB luciferase reporter, 4 h; inhibition, % at 10 µM; 360,000 compounds, 0.98% hits;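 active means compounds whose plate-normalised and pattern-corrected inhibition of the luciferase reporter signal at the single screening dose is 50% or more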
NCOA3 inh: human NCOA3 inhibition | HEK293 GAL4-SRC3 luciferase reporter, luminescence | AID 588352 | inhibition, % at 3.6 µM | 360,000 compounds, 0.17% hits;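 active means inhibition above a per-campaign cutoff, the mean of all compounds plus 3 SD, cut at about 60% in these data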;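 further: 0% = DMSO-treated cells and 100% = gossypol-treated cells at 36 µM; higher means less SRC3-driven luciferase light from the GAL4 reporter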
LMP1 NFkB inh: inhibitors of Epstein-Barr LMP1-induced NF-kappaB reporter; 350,000 compounds, 0.69% hits; LMP1-induced NF-kappaB luciferase reporter cells, luminescence; inhibition, % at 12.5 µM; in the data active means inhibition above about 41%;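 further: 0% = neutral control wells and 100% = reference inhibitor control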
Starred values were filed as active, the others as inactive; & = joins results of further samples. The list is partial (hit frequency here may not be typical).

For COc1ccc2c(c1OC)C(=O)OC2Nc1nc(-c2cc3cc([N+](=O)[O-])ccc3oc2=O)cs1 (centres undefined) the results were NOD2 RIPK2 PPI -4, TWEAK Fn14 block -53, SRC1 inh 7, NR2F2 inh -2, LRH-1 inv ag -5, TRAIL sens C8 -4, TLR9-MyD88 block 8, NCOA2 inhibitor -9, TROY NFkB inh -42, NCOA3 inh -22 and LMP1 NFkB inh -14.
`COc1ccc(CCN(C)C(=O)Cn2c(=O)oc3ccccc32)cc1OC` gave NOD2 RIPK2 PPI -2, TWEAK Fn14 block 5, SRC1 inh -2, NR2F2 inh -8, LRH-1 inv ag 15, TRAIL sens C8 -7, TLR9-MyD88 block -13, NCOA2 inhibitor -9, TROY NFkB inh -3, NCOA3 inh -13 and LMP1 NFkB inh 6.
For COCCNC(=S)N1CCN(c2cccc(C(F)(F)F)c2)CC1 the results were NOD2 RIPK2 PPI -8, TWEAK Fn14 block 2, SRC1 inh 15, NR2F2 inh 10, LRH-1 inv ag -45, TRAIL sens C8 0, TLR9-MyD88 block -5, NCOA2 inhibitor -24, TROY NFkB inh -23, NCOA3 inh -28 and LMP1 NFkB inh 2.
For Cc1ccc(S(=O)(=O)N(C)c2ccc3c(c2)C(=O)c2ccccc2-3)cc1 the results were NOD2 RIPK2 PPI -19, TWEAK Fn14 block -12, SRC1 inh 1, NR2F2 inh 9, LRH-1 inv ag 29, TRAIL sens C8 -14, NCOA2 inhibitor -20, TROY NFkB inh 2 and NCOA3 inh -22.
COC(=O)c1ccc(CSC2=NC[C@@H]3[C@@H]4C(=O)N(C)C(=O)[C@@H]4[C@](Cc4ccccc4)(C(=O)OC)N23)cc1 was read as NOD2 RIPK2 PPI 0, TWEAK Fn14 block 4, SRC1 inh 1, NR2F2 inh 6, LRH-1 inv ag 6, TRAIL sens C8 13, TLR9-MyD88 block -9, NCOA2 inhibitor -5, TROY NFkB inh -1, NCOA3 inh -1 and LMP1 NFkB inh 2.
CCc1nc2c(OCCOC)cccn2c1N(C)C(=O)Nc1ccccc1OC was read as NOD2 RIPK2 PPI -3, TWEAK Fn14 block 10, SRC1 inh 3, NR2F2 inh -1, LRH-1 inv ag 2, TRAIL sens C8 10, NCOA2 inhibitor -23, TROY NFkB inh 2 and NCOA3 inh 1.
COCC(=O)Nc1ccc2c(c1)[C@@H]1C[C@H](CC(=O)OC)O[C@@H](CO)[C@@H]1O2 was read as NOD2 RIPK2 PPI -3, TWEAK Fn14 block 24, SRC1 inh 8, NR2F2 inh 1, LRH-1 inv ag 10, TRAIL sens C8 1, TLR9-MyD88 block 3, NCOA2 inhibitor -18, TROY NFkB inh -6, NCOA3 inh 12 and LMP1 NFkB inh 3.
For O=C1C(=O)N(Cc2ccncc2)C(c2cccc(O)c2)/C1=C(\O)c1ccc2c(c1)OCCO2 (centres undefined) the results were NOD2 RIPK2 PPI 5, TWEAK Fn14 block 1, SRC1 inh 9, NR2F2 inh 4, LRH-1 inv ag 16, TRAIL sens C8 -11, TLR9-MyD88 block 0, NCOA2 inhibitor -1, TROY NFkB inh -19, NCOA3 inh 18 and LMP1 NFkB inh -5.
CC(C)(C)NC(=O)CSc1nc2ccccc2c(=O)[nH]1 was read as NOD2 RIPK2 PPI -8, TWEAK Fn14 block 1, SRC1 inh -21, NR2F2 inh -65, LRH-1 inv ag -49, TRAIL sens C8 -2, TLR9-MyD88 block -1, NCOA2 inhibitor -50, TROY NFkB inh -66, NCOA3 inh -15 and LMP1 NFkB inh -8.
Screening CCOc1ccc(CNC(=O)c2ccc(Sc3ccc(C)cc3)c(NC(C)=O)c2)cc1 returned NOD2 RIPK2 PPI -4, TWEAK Fn14 block 3, SRC1 inh 23, NR2F2 inh 5, LRH-1 inv ag 19, TRAIL sens C8 23, TLR9-MyD88 block 11, NCOA2 inhibitor -11, TROY NFkB inh 18, NCOA3 inh 10 and LMP1 NFkB inh 6.
COC(=O)Nc1ccc2c(c1)N(C(=O)CCN1CCN3CCCC3C1)c1ccccc1CC2 (centres undefined) was read as NOD2 RIPK2 PPI -8&1, TWEAK Fn14 block -4&-12, SRC1 inh -18&-13, NR2F2 inh -12&2, LRH-1 inv ag 15&4, TRAIL sens C8 7&10, TLR9-MyD88 block 2&6, NCOA2 inhibitor -1&-18, TROY NFkB inh 0&0, NCOA3 inh -6&14 and LMP1 NFkB inh -2&2.
`CCCCNC(=S)NNC(=O)c1c(C)nc2ccccn12` gave NOD2 RIPK2 PPI -11, TWEAK Fn14 block 14, SRC1 inh -3, NR2F2 inh 7, LRH-1 inv ag 20, TRAIL sens C8 -3, TLR9-MyD88 block 11, NCOA2 inhibitor -37, TROY NFkB inh -11, NCOA3 inh 7 and LMP1 NFkB inh -4.
`O=c1oc2c(CN3CCOCC3)c(O)ccc2c2ccccc12` gave NOD2 RIPK2 PPI -4, TWEAK Fn14 block -48, SRC1 inh -63, NR2F2 inh -28, LRH-1 inv ag -25, TRAIL sens C8 -15, TLR9-MyD88 block -14, NCOA2 inhibitor -22, TROY NFkB inh -28, NCOA3 inh -25 and LMP1 NFkB inh -9.
CN(C)S(=O)(=O)c1ccc(Cl)c(NC(=O)CN2CCN(c3ccccn3)CC2)c1 was read as NOD2 RIPK2 PPI -5, TWEAK Fn14 block 0, SRC1 inh -36, NR2F2 inh 0, LRH-1 inv ag 7, TRAIL sens C8 5, TLR9-MyD88 block -4, NCOA2 inhibitor 11, TROY NFkB inh 2, NCOA3 inh -5 and LMP1 NFkB inh -1.
For CN1CCN(c2c(F)cc3c(=O)c(C(=O)O)cn4c3c2OCN4C)CC1 the results were NOD2 RIPK2 PPI -6, TWEAK Fn14 block -8, SRC1 inh 0, NR2F2 inh 8, LRH-1 inv ag 1, TRAIL sens C8 4, TLR9-MyD88 block 0, NCOA2 inhibitor 8, TROY NFkB inh -17, NCOA3 inh -14 and LMP1 NFkB inh 6.
For COc1ccc(S(=O)(=O)N2Cc3ccccc3CC2C(=O)Nc2nccs2)cc1 (centres undefined) the results were NOD2 RIPK2 PPI -5, TWEAK Fn14 block 12, SRC1 inh -40, NR2F2 inh -20, LRH-1 inv ag -21, TRAIL sens C8 0, TLR9-MyD88 block -14, NCOA2 inhibitor -23, TROY NFkB inh -6, NCOA3 inh -30 and LMP1 NFkB inh -33.
CS(=O)(=O)NCCSCc1ccco1 was read as NOD2 RIPK2 PPI -5, TWEAK Fn14 block 18, SRC1 inh 3, NR2F2 inh -19, LRH-1 inv ag -8, TRAIL sens C8 4, TLR9-MyD88 block -4, NCOA2 inhibitor 0, TROY NFkB inh -24, NCOA3 inh -1 and LMP1 NFkB inh -6.
Screening Cc1ccc2c(CC(=O)NCCc3ccc(S(N)(=O)=O)cc3)coc2c1 returned NOD2 RIPK2 PPI -11, TWEAK Fn14 block -16, SRC1 inh -3, NR2F2 inh 1, LRH-1 inv ag 12, TRAIL sens C8 -20, TLR9-MyD88 block 10, NCOA2 inhibitor 10, TROY NFkB inh -5, NCOA3 inh 13 and LMP1 NFkB inh -4.
For COCc1cc(C)nc(SCc2ccc(Cl)cc2)c1C#N the results were NOD2 RIPK2 PPI -4, TWEAK Fn14 block -36, SRC1 inh -16, NR2F2 inh -7, LRH-1 inv ag -2, TRAIL sens C8 -26, TLR9-MyD88 block -7, NCOA2 inhibitor -19, TROY NFkB inh -19 and NCOA3 inh 0.
Screening O=C(Nc1cc(Cl)ccc1N1CCOCC1)c1ccc(N2CCCC2=O)cc1 returned NOD2 RIPK2 PPI -2, TWEAK Fn14 block 20, SRC1 inh -5, NR2F2 inh 13, LRH-1 inv ag -13, TRAIL sens C8 17, TLR9-MyD88 block 9, NCOA2 inhibitor 14, TROY NFkB inh 70*, NCOA3 inh -3 and LMP1 NFkB inh 6.
Screening CCCCCCCCN1C(=O)[C@H](CC(=O)NCc2cccc(C(F)(F)F)c2)C[C@@]2(C(=O)OCC)CCCC=C12 returned NOD2 RIPK2 PPI 2, TWEAK Fn14 block 16, NR2F2 inh 2, LRH-1 inv ag 12, TRAIL sens C8 19, NCOA2 inhibitor -12 and TROY NFkB inh 17.
C=CCOC(=O)C1=C(C)NC(=O)NC1c1ccc(OCC)cc1 (centres undefined) was read as NOD2 RIPK2 PPI -3, TWEAK Fn14 block -1, SRC1 inh -43, NR2F2 inh -13, LRH-1 inv ag 3, TRAIL sens C8 5, TLR9-MyD88 block -1, NCOA2 inhibitor 26, TROY NFkB inh -11, NCOA3 inh -3 and LMP1 NFkB inh 17.
For Cc1ccccc1Cc1c(C)nc2ncnn2c1C the results were NOD2 RIPK2 PPI -3, TWEAK Fn14 block -11, SRC1 inh -7, NR2F2 inh -4, LRH-1 inv ag -11, TRAIL sens C8 9, TLR9-MyD88 block 1, NCOA2 inhibitor -32, TROY NFkB inh -14, NCOA3 inh 14 and LMP1 NFkB inh 10.
Screening O=C(COC(=O)CCSc1ccccc1)Nc1ccc(F)cc1Cl returned NOD2 RIPK2 PPI -6, TWEAK Fn14 block -22, SRC1 inh -5, NR2F2 inh 0, LRH-1 inv ag -7, TRAIL sens C8 2, TLR9-MyD88 block -6, NCOA2 inhibitor 0, TROY NFkB inh -36, NCOA3 inh -13 and LMP1 NFkB inh 1.
`CC(C)C(C(=O)N1CCOCC1)N1C(=O)c2ccccc2C1=O` (centres undefined) gave NOD2 RIPK2 PPI -6, TWEAK Fn14 block -5, SRC1 inh 6, NR2F2 inh 11, LRH-1 inv ag -9, TRAIL sens C8 -2, TLR9-MyD88 block -3, NCOA2 inhibitor 9, TROY NFkB inh -7, NCOA3 inh 6 and LMP1 NFkB inh -13.
`N#CC1(C#N)C(c2ccccc2)OC23CCCCC2C1(C#N)C(=N)O3` (centres undefined) gave NOD2 RIPK2 PPI 4, TWEAK Fn14 block 0, SRC1 inh 5, NR2F2 inh 4, LRH-1 inv ag -6, TRAIL sens C8 -1, TLR9-MyD88 block 9, NCOA2 inhibitor -7, TROY NFkB inh 12, NCOA3 inh 1 and LMP1 NFkB inh -6.
For COc1ccc(NC(=S)NCCc2ccc(Cl)cc2)c(OC)c1 the results were NOD2 RIPK2 PPI -5, TWEAK Fn14 block -2, SRC1 inh -46, NR2F2 inh 22, LRH-1 inv ag -8, TRAIL sens C8 0, TLR9-MyD88 block -12, NCOA2 inhibitor 13, TROY NFkB inh -25, NCOA3 inh 8 and LMP1 NFkB inh 2.

Looked up by compound from above:
Screening Cc1ccc2c(CC(=O)NCCc3ccc(S(N)(=O)=O)cc3)coc2c1 returned NOD2 RIPK2 PPI -11, TWEAK Fn14 block -16, SRC1 inh -3, NR2F2 inh 1, LRH-1 inv ag 12, TRAIL sens C8 -20, TLR9-MyD88 block 10, NCOA2 inhibitor 10, TROY NFkB inh -5, NCOA3 inh 13 and LMP1 NFkB inh -4.
Screening CCCCCCCCN1C(=O)[C@H](CC(=O)NCc2cccc(C(F)(F)F)c2)C[C@@]2(C(=O)OCC)CCCC=C12 returned NOD2 RIPK2 PPI 2, TWEAK Fn14 block 16, NR2F2 inh 2, LRH-1 inv ag 12, TRAIL sens C8 19, NCOA2 inhibitor -12 and TROY NFkB inh 17.
